Shiga toxin inh = A qHTS for Small Molecule Inhibitors of Shiga Toxin; AID 2315, 2010; inhibition, % at 38.7 µM; hit rate 9.2% among 290,000; Vero cells, Shiga toxin protein synthesis inhibition reporter; in the data active = inhibition mostly above about 28%, no sharp cut-off; inactive = mostly below about 43%; also: 0% is about no effect
AMA1-RON2 inh = qHTS for Inhibitors of AMA1-RON; Towards Development of Antimalarial Drug Lead: Primary Screen | Plasmodium falciparum AMA1 (3D7) - RON2 peptide interaction | AlphaScreen AMA1-biotinylated RON2 peptide binding | Potency, µM (top dose mostly 58.2 µM), for inactives: at the highest dose activity change, negative = inhibition, hits mostly inhibitors | hit rate 0.2% among 360,000;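 also: potency is read from the fitted curve at half-maximal effect; 0% = vehicle wells and -100% = peptide control; nearly all actives have a fitted effect of over 45% in size; some results filed as inactive show a strong effect at the top dose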
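AMA1 (3D7) with his tag at 25 nM final met compounds first, then biotinylated RON2 peptide at 25 nM; detection used donor plus acceptor beads, 10 µg/mL apiece, read by AlphaScreen after 30 min at room temperature.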
AmpC inh detg = qHTS Inhibitors of AmpC Beta-Lactamase (assay with detergent). AmpC hydrolysis of nitrocefin, absorbance 480 nm, 0.01% Triton. Potency, µM (top dose mostly 114 µM), without a hit: at the highest dose activity change, negative = inhibition, usual class: inhibitors. hit rate 0.041% among 370,000;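 also: potency is read from the fitted curve at half-maximal effect; 0% = no-compound wells and -100% = no-enzyme wells; nearly all actives have a fitted effect of over 25% in size; some results filed as inactive show a strong effect at the top dose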
Target sequence (P00811 whole entry, looked up): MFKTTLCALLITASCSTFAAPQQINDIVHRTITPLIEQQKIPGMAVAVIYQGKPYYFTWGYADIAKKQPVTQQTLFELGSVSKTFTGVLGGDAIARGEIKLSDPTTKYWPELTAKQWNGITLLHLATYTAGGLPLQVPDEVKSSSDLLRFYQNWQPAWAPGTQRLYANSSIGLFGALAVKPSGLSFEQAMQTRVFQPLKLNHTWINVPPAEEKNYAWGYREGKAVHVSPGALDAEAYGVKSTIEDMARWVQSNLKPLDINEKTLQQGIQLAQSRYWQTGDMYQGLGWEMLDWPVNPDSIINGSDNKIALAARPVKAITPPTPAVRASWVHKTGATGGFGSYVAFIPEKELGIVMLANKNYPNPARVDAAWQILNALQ
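20 mM phosphate pH 7.0 + 0.01% (detergent screen) or 0.0001% Triton X-100; 5.3 nM AmpC reagent; cpd preinc 15 min RT; nitrocefin (800 uM stock) to start; A480 q20 s × 4 min; Activity was normalised to no-enzyme and no-compound control wells.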
HCMV inh = qHTS Assay for inhibitors of the human cytomegalovirus (HCMV). HFF cells, HCMV-luciferase reporter, 72 h; hits give low values. activity change, negative = inhibition, % at 57.5 µM. hit rate 4.5% among 410,000; in the data active = activity change below about -60%; inconclusive = no clear call, values can overlap the other calls; inactive = above about -39%; also: % is scaled to controls: 0 for no effect and ±100 for the full control effect
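Human foreskin fibroblasts infected with luciferase-reporter HCMV at MOI 1 PFU/cell, compounds at two doses. Luciferase measured 72 h post infection; normalized to buffer-only basal and Salinomycin (10uM) controls.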
FBPA Giardia inh = qHTS Assay for Inhibitors of Fructose-1,6-bisphosphate Aldolase from Giardia Lamblia; A8B2U2; AID 2451, 2010; hit rate 0.71% among 290,000; Potency, µM (top dose mostly 59.6 µM), inactives show top-dose activity, negative = inhibition, hits mostly inhibitors; purified Giardia FBPA; also: potency is read from the fitted curve at half-maximal effect; % is scaled to controls: 0 for no effect and ±100 for the full control effect; nearly all actives have a fitted effect of over 55% in size
Target sequence (A8B2U2 whole entry, looked up): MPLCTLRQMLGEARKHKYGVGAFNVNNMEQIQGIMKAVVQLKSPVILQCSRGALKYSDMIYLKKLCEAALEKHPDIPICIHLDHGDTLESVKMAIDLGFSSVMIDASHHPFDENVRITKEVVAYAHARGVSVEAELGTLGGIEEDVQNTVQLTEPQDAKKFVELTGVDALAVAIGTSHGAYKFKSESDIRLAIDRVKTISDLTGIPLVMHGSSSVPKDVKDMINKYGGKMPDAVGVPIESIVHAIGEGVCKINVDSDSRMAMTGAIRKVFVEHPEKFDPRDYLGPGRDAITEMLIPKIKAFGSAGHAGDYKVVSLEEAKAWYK
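Giardia FBPA (40 nM reagent) was preincubated 10 min at RT with compound (up to 57.5 uM final), then substrate plus GAPDH/TPI/NAD/arsenate coupling system with diaphorase/resazurin was added; resorufin fluorescence (525/598 nm) was read after 20 min.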
Cycloheximide cs = Cycloheximide Counterscreen for Small Molecule Inhibitors of Shiga Toxin. cell reporter, cycloheximide protein synthesis inhibition counterscreen. max response, %. hit rate 12% among 300,000. AID 2314, 2010; in the data active = max response mostly above about 13%, no sharp cut-off; inactive = mostly below about 14%; also: read at 38.3 µM for the half of the compounds with a filed dose; 0% is about no effect
AmpC no deterg = qHTS Inhibitors of AmpC Beta-Lactamase (assay without detergent) | P00811 | AmpC nitrocefin hydrolysis, absorbance 480 nm, 0.0001% Triton | Potency, µM (titrated, usually from 57.1 µM), without a hit: top-dose activity change, negative = inhibition, most hits filed as inhibitors | hit rate 0.52% among 330,000;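 also: potency is read from the fitted curve at half-maximal effect; plate controls were no compound for no effect and no enzyme for full effect; nearly all actives have a fitted effect of over 20% in size; some results filed as inactive show a strong effect at the top dose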
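20 mM phosphate pH 7.0 + 0.01% (detergent screen) or 0.0001% Triton X-100; 5.3 nM AmpC reagent; cpd preinc 15 min RT; nitrocefin (800 uM stock) to start; A480 q20 s × 4 min; Activity was normalised to no-enzyme and no-compound control wells.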
* hit, by the source's call; ? = inconclusive; . = not tested or not shown; & = joins results of further samples; [ ] = remark or other dose. Unless noted, calls follow the shape of the dose curve; as a rule, active = well fitted curve in the direction sought with a large enough effect; inconclusive = small, poorly fitted or top-dose-only effect, or another doubt; inactive = no such curve, though single readings can be large; an effect the other way counts as inactive or inconclusive.

SMILES	Shiga toxin inh	AMA1-RON2 inh	AmpC inh detg	HCMV inh	FBPA Giardia inh	Cycloheximide cs	AmpC no deterg
COc1ccc(-n2c(/C=C/c3ccc(O)c(OC)c3)nc3ccccc3c2=O)cc1	-1	12%	4%	-99*	3%	7	51%
CCNS(=O)(=O)c1ccc(CCC(=O)N2CCN(c3cccc(Cl)c3)CC2)cc1	-13	2%	-17%	-23	12%	-3	80%[activator]
CCN(CC)C(=O)c1ccc(O)c(OC)c1	-9	-10%	-6%	39	-3%	-3	-8%
CCOC(=O)N1CCN(C(=O)CN(C)S(=O)(=O)c2ccc(F)cc2)CC1	7	-3%	4%	1	9%	5	-6%
CCOc1ccc(CNC(=O)c2ccc(Sc3ccc(Cl)cc3)c(NC(C)=O)c2)cc1	8	-25%[2.32 µM]	-5%&-11%	-18&-25	9%	-4	-2%
Cn1c(CCN2CCN(c3ccccn3)CC2)nc2cc(NC(=O)COc3ccc(Cl)cc3)ccc21	-4	-2%	-1%	-97*	10%	-2	132%[activator]
NC(=O)c1ccc(/C(N)=N/S(=O)(=O)c2cc(C(F)(F)F)cc(C(F)(F)F)c2)cc1	-9	-7%	3%	-5	2%	-1	-1%
COc1ccc(OC(=O)N2CCOCC2)cc1	1	2%	?	65	9%	2	-20%
COc1cc2c(cc1NC(=O)C(c1ccccc1)c1ccccc1)CCCC2	29	0%	-1%	-22	-3%	19	-7%
COc1ccc(Oc2ccc(C(F)(F)F)cc2NC(=O)c2ccc(C)cc2)cc1	14	26%	19%	11	-3%	7	0%
CCOc1ccc(CCNC(=O)Cn2nc(C)n3cccc3c2=O)cc1OCC	-4	-3%	1%	.	.	1	1%
CC(=O)Oc1ccc2occ(C(=O)c3cccs3)c2c1	67*	-4%	-1%	10	2%	37*	-25%
COC(=O)[C@@H](Cc1ccccc1)NC(=O)NCCc1ccc(OC)c(OC)c1	3	3%	?	-7	-5%	7	-5%
COc1ccc(CCNC(=O)C2CCCN(c3nc4ccccc4s3)C2)cc1OC (stereo not drawn)	-1	6%	-13%	?	18%	2	119%[activator]
CS(=O)(=O)c1ccc(NCCN2CCOCC2)c([N+](=O)[O-])c1	9	-8%	0%	22	4%	-1	-6%
CC1(C)OC(=O)C(=CNn2cnc3ccccc3c2=O)C(=O)O1	29	6%	-4%	40	-12%	32*	-12%
CC(=O)Oc1ccc(CCC(C)OC(C)=O)cc1 (stereo not drawn)	-10	-8%	3%	-8	4%	-2	-6%
COc1cccc(CNC(=O)C2CCN(S(=O)(=O)N3CCC4(CC3)OCCO4)CC2)c1	-15	2%	-21%	51	1%	-2	-1%
COc1cc(OC)cc(C(=O)NNC(=O)CCC(=O)c2cc(C)sc2C)c1	.	20%[11.6 µM]	.	-27	.	.	-20%
CC1(C)Oc2ccc3ccc(=O)oc3c2/C(=C/NC2CCCCC2)C1=O	-4	-29%	-1%	?	-4%	-1	-7%
Cc1cc(C)n(CC(=O)NC2CCCc3c2cnn3-c2ccc(C)c(C)c2)n1 (stereo not drawn)	54*	-2%	-8%	-11	6%	38*	43%
COc1cc(C)c(N)cc1C(C)C	-1	-17%	?	0	-26%	1	-27%
CC(C)COc1cccc(C(=O)Nc2ccc(CN3CCOCC3)cc2)c1	16	10%	9%	-26	-8%	17	184%[activator]
CN(C)c1cccc(C(=O)NNC(=O)C23CC4CC(CC(C4)C2)C3)c1	.	15%	.	23	.	.	-33%
O=C(NCc1cccs1)C1CC(O)CN1C(=O)Nc1ccccc1 (stereo not drawn)	-12	11%	-6%	-32	-4%	-5	-8%

(next part)
SMILES	Shiga toxin inh	AMA1-RON2 inh	AmpC inh detg	HCMV inh	FBPA Giardia inh	Cycloheximide cs	AmpC no deterg
CCc1cccc(CC)c1NC(=O)Cn1c(-c2ccc(F)cc2)noc1=O	14	-6%	-1%	-1	9%	-4	-4%
CC(=O)c1ccc(Nc2cc(C)nc3ncnn23)cc1	.	18%	-10%	46	-30%	-5	-8%
Cc1ccc(S(=O)(=O)N2CCN(C(=O)CSc3ccccn3)CC2)c(C)c1	.	-11%	1%	-17	.	.	-2%
O=C(c1ccncc1)N1CCN(S(=O)(=O)c2ccc3ccccc3c2)CC1	4	4%	-9%	-38	-8%	-3	72%[activator]
Cc1cccc(OCc2nnc(SCC(=O)Nc3sc(C)c(C)c3C#N)n2C)c1	-3	-4%	?	9	6%	-6	-4%
CCCN1CCc2c(sc(NC(=O)Cc3ccc(F)cc3)c2C(N)=O)C1	-5	1%	?	0	-21%	1	-11%
Cc1nc(C)c(-c2ccc(SCC(=O)Nc3cccc(Cl)c3)nn2)s1	-6	-2%	4%	7	.	14	53%
Cc1ccc(C)c(OCCC(=O)NCCc2ccc(Cl)cc2)c1	-5	1%	2%	-6	.	-3	68%[activator]
COc1ccc(CN(C(=O)c2oc3ccccc3c2C)C2CCS(=O)(=O)C2)cc1 (stereo not drawn)	-10	-8%	-11%	-29	1%	-3	97%[activator]
Cc1ccc(CN2CCN(Cc3cccc4c3OCO4)CC2CCO)cc1 (stereo not drawn)	-5	-8%	1%	19	4%	-3	40%
C/C(=N\NC(=O)c1nn(C)cc1Br)c1ccncc1	92*	-7%	-10%	-14	5%	55*	-18%
COc1cc(S(=O)(=O)NC2CCCC2)ccc1Cl	-5	-3%	-12%	66	15%	-2	-32%
CC1(C)CC(=O)C(CC(=O)N2CCC(Cc3ccccc3)CC2)C(=O)C1	-19	-6%	-2%	10	7%	-2	-20%
CCOc1ccc(/C=N/Nc2ccccn2)cc1	70*	12%	9%	64	5%	34*	-25%
Cc1ccnc(NC(=O)CCc2c(C)nc3ncnn3c2C)c1	17	5%	0%	9	0%	14	-21%
Fc1ccc(Cn2nnnc2CN2CCc3ccccc3C2)cc1	12	-5%	-1%	9	-1%	-4	3%
O=C(Nc1ccc(C(F)(F)F)cc1)c1cccn(Cc2ccc3c(c2)OC(F)(F)O3)c1=O	-10	-3%	-10%	-98*	-12%	-2	4%
COc1cc(/C=C2\SC(=S)N(Nc3ccccc3)C2=O)cc(OC)c1OC	-14	?	-4%	28	0%	-4	0%
O=C(NCCCN1CCOCC1)C(=O)N/N=C/c1c2ccccc2cc2ccccc12	-13	-8%	-13%	-93*	-7%	-8	231%[activator]
CCCCCCSc1nsc(NC(=O)CCC)n1	33	-4%	5%	26	0%	17	-23%
COc1cc(NC(=O)c2ccc(C)cc2)c(OC)cc1NC(=O)CN1CCCCC1	10	?	0%	0	-4%	-2	72%[activator]
COC(=O)C1=C(C)NC(=O)/C1=C\c1cc(C)n(-c2ccccc2C)c1C	-10	-17%	-7%	-28	-24%	-5	-9%
COc1ccc(N2CC(C(=O)OCC(=O)Nc3ccccc3C)CC2=O)cc1 (stereo not drawn)	-5	-11%	-7%	24	0%	-1	0%
C[C@H](CO)N1C[C@H](C)[C@@H](CN(C)C(=O)NC2CCCCC2)Oc2c(NC(=O)Nc3ccccc3)cccc2C1=O	.	71%[activator]	.	-34	.	.	293%[activator]
Cc1c(N=C2C(=O)Nc3ccccc32)c(=O)n(-c2ccccc2)n1C	-9	1%	?	1	-8%	-4	-23%

Two entries from above, reformatted.
> Cc1cccc(OCc2nnc(SCC(=O)Nc3sc(C)c(C)c3C#N)n2C)c1
  Shiga toxin inh: -3
  AMA1-RON2 inh: -4%
  AmpC inh detg: ?
  HCMV inh: 9
  FBPA Giardia inh: 6%
  Cycloheximide cs: -6
  AmpC no deterg: -4%

> CCCN1CCc2c(sc(NC(=O)Cc3ccc(F)cc3)c2C(N)=O)C1
  Shiga toxin inh: -5
  AMA1-RON2 inh: 1%
  AmpC inh detg: ?
  HCMV inh: 0
  FBPA Giardia inh: -21%
  Cycloheximide cs: 1
  AmpC no deterg: -11%

More compounds:
SMILES	Shiga toxin inh	AMA1-RON2 inh	AmpC inh detg	HCMV inh	FBPA Giardia inh	Cycloheximide cs	AmpC no deterg
COc1ccc(CN(C)c2ncnc3sccc23)c(OC)c1OC	-3	2%	-4%	?	1%	-2	3%
Cn1cc(Cl)c(/C(N)=N/OC(=O)c2ccccc2C(F)(F)F)n1	91*	-4%	-1%	42	.	50*	-16%
Cc1cc2oc(=O)cc(CN3CCN(Cc4ccccc4)CC3)c2cc1C	-3	6%	-4%	?	5%	1	-2%
CC1=CC2=NC(=O)/C(=C\c3cccn3CCOc3cc(C)cc(C)c3)C(=N)N2O1	-11	-21%	?	-17	1%	-2	-24%
COCCNS(=O)(=O)c1ccc2c3c(cccc13)C(=O)N2C	12	4%	2%	-7	-1%	-2	-15%
COC(=O)CC1C(=O)NCCN1C(=O)c1cc(OC)c(OC)cc1OC (stereo not drawn)	39	1%	-6%	20	7%	-4	2%
CC(C)(O)P(C)(=O)c1ccccc1 (stereo not drawn)	-12	4%	1%	15	2%	-6	-4%
Cc1cccc(CC(=O)NCCN2CCOCC2)c1	-11	0%	1%	56	10%	-5	-6%
Cc1nn(-c2ccccc2)c(=S)c2ccccc12	60*	-4%	6%	-39	3%	20*	-6%
CCOC(=O)c1cnn(-c2nc(C)nc3sc4c(c23)CCC4)c1N	14	.	-17%	.	4%	-7	0%
COc1ccc(NC(=O)CSc2nnc(C3CCCCC3)o2)c(OC)c1	20	17%	-11%	-14	-13%	-3	7%
CCOC(=O)c1[nH]c2ccc(OC)cc2c1NC(=S)N1CCN(c2ccccc2OC)CC1	9	-7%[11.6 µM]	-3%	-17	-15%	5	170%[activator]

By substructure: the entries above containing fluorine (8)
SMILES	Shiga toxin inh	AMA1-RON2 inh	AmpC inh detg	HCMV inh	FBPA Giardia inh	Cycloheximide cs	AmpC no deterg
CCOC(=O)N1CCN(C(=O)CN(C)S(=O)(=O)c2ccc(F)cc2)CC1	7	-3%	4%	1	9%	5	-6%
NC(=O)c1ccc(/C(N)=N/S(=O)(=O)c2cc(C(F)(F)F)cc(C(F)(F)F)c2)cc1	-9	-7%	3%	-5	2%	-1	-1%
COc1ccc(Oc2ccc(C(F)(F)F)cc2NC(=O)c2ccc(C)cc2)cc1	14	26%	19%	11	-3%	7	0%
CCc1cccc(CC)c1NC(=O)Cn1c(-c2ccc(F)cc2)noc1=O	14	-6%	-1%	-1	9%	-4	-4%
CCCN1CCc2c(sc(NC(=O)Cc3ccc(F)cc3)c2C(N)=O)C1	-5	1%	?	0	-21%	1	-11%
Fc1ccc(Cn2nnnc2CN2CCc3ccccc3C2)cc1	12	-5%	-1%	9	-1%	-4	3%
O=C(Nc1ccc(C(F)(F)F)cc1)c1cccn(Cc2ccc3c(c2)OC(F)(F)O3)c1=O	-10	-3%	-10%	-98*	-12%	-2	4%
Cn1cc(Cl)c(/C(N)=N/OC(=O)c2ccccc2C(F)(F)F)n1	91*	-4%	-1%	42	.	50*	-16%
